JMJD2A Tudor: qHTS Assay for Inhibitors of JMJD2A-Tudor Domain; actives 4.4% (n = 390,000); Lysine-specific demethylase 4A (Homo sapiens), O75164; AlphaScreen JMJD2A-Tudor / H3K4me3 peptide binding; AID 504339, 2011; Potency, µM (highest dose often 114 µM), inactives show top-dose activity change, negative = inhibition, hits mostly inhibitors; note: % is set by controls: 0 for no effect and ±100 for the full control effect; nearly all actives have a fitted effect of over 50% in size
HP1b chromo inh: HTS for Inhibitors of HP1-beta Chromodomain Interactions with Methylated Histone Tails. AlphaScreen HP1-beta / biotin-H3K9me3 peptide binding. Potency, µM (series often up to 114 µM), inactives show top-dose activity change, negative = inhibition, hits mostly inhibitors. Chromobox protein homolog 1 (Homo sapiens), P83916. actives 0.56% (n = 390,000). AID 540317, 2011; note: nearly all actives have a fitted effect of over 70% in size; inactives centre near 23
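AlphaScreen: HP1-beta (50 nM) preformed 30 min with biotin-H3(1-18)K9me3 peptide (50 nM) in PBS pH 7.4, 0.01% Tween-20. Compound added for 30 min at RT, then streptavidin donor/nickel chelate acceptor beads (10 ug/mL) for 30 min.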
GLS inh: qHTS for Inhibitors of Glutaminase (GLS) | GLS enzymatic activity, qHTS titration | actives 0.21% (n = 410,000) | Glutaminase kidney isoform, mitochondrial (Homo sapiens), O94925 | Potency, µM (highest dose often 45.5 µM), for inactives: top-dose activity change, negative = inhibition, actives largely listed as inhibitors; note: % is set by controls: 0 for no effect and ±100 for the full control effect
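Glutamate formation by hKGA was monitored fluorometrically using coupled glutamate oxidase, HRP and Amplex Red. Substrate was added as 1 mM L-glutamine solution; incubation was 30 min at RT after an initial read.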
Pin1 inhibitor: qHTS Assay to Find Inhibitors of Pin1. Potency, µM (series often up to 115 µM), for the others: top-dose activity, negative = inhibition, actives largely listed as inhibitors. AID 504891, 2011. actives 0.009% (n = 390,000). Pin1 FP peptide displacement, HiFluor488, 10 min. Peptidyl-prolyl cis-trans isomerase NIMA-interacting 1 (Homo sapiens), Q13526; active = well fitted inhibition curve with a large enough effect in the polarisation, with a control signal flat, not every such curve was filed as active; inconclusive = small, poorly fitted or top-dose-only effect, or effect the other way, or a change in a side signal; inactive = no such curve, though single readings can be large or run the other way; the % refers to the polarisation; note: % is set by controls: 0 for no effect and ±100 for the full control effect
BLM helicase inh: qHTS Assay for Inhibitors of Bloom's syndrome helicase (BLM) | recombinant BLM DNA unwinding, fluorescence dequenching | Potency, µM (doses to about 56.1 µM), for inactives: at the top dose activity change, negative = inhibition, hits mostly inhibitors | actives 0.2% (n = 350,000) | AID 2528, 2010;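 note: plate controls were vehicle for no effect and no enzyme for full effect; nearly all actives have a fitted effect of over 35% in size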
Tb PGK inh: qHTS Assay to Find Inhibitors of Phosphoglycerate Kinase; actives 0.043% (n = 380,000); PGK/GAPDH coupled, Kinase-Glo luminescence, 60 min; Phosphoglycerate kinase, glycosomal (Trypanosoma brucei brucei), P07378; Potency, µM (series often up to 57.5 µM), for the others: at the top dose activity change, negative = inhibition, hits mostly inhibitors; note: % is set by controls: 0 for no effect and ±100 for the full control effect; nearly all actives have a fitted effect of over 60% in size
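Recombinant glycosomal PGK reaction used 1,3-bisphosphoglycerate generated in-well by GAPDH (100nM final) in 100mM TEA pH 7.6, 5mM MgCl2, 0.01% Tween-20. After 60 minutes at room temperature, ATP was read by Kinase-Glo Plus luminescence end-point.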
Pol iota inh: qHTS for Inhibitors of Polymerase Iota. DNA polymerase iota (Homo sapiens), Q9UNA4. Pol iota fluorescent replication assay, 10 min. Potency, µM (doses to about 115 µM), for inactives: top-dose activity, negative = inhibition, usual class: inhibitors. actives 1% (n = 390,000). AID 588590, 2011
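Fluorescent replication assay read twice, at 0 min and 10 min after adding 50 nM (final) substrate. Enzyme (10 nM) and compounds were first incubated 15 min at room temperature; enzyme-free buffer wells were negative controls.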
G9a inh: qHTS Assay for Inhibitors of Histone Lysine Methyltransferase G9a; Potency, µM (top dose mostly 102 µM), inactives show at the highest dose activity, negative = inhibition, most hits filed as inhibitors; actives 8.8% (n = 350,000); G9a H3K9 monomethylation, AlphaScreen, 2 h; AID 504332, 2011; note: % is set by controls: 0 for no effect and ±100 for the full control effect; nearly all actives have a fitted effect of over 75% in size
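G9a (20 nM) was preincubated 15 min with compound, then reacted 2 h at room temperature with 500 nM biotin-H3K9 peptide and 20 µM SAM. Monomethyl-H3K9 detected by AlphaScreen using anti-H3K9me1 antibody.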
BAZ2B block: qHTS Assay for Inhibitors of BAZ2B; Potency, µM (titrated, usually from 114 µM), for the others: at the highest dose activity change, negative = inhibition, most hits filed as inhibitors; AID 504333, 2011; AlphaScreen BAZ2B-H3K14Ac peptide displacement; Bromodomain adjacent to zinc finger domain protein 2B (Homo sapiens), Q9UIF8; actives 4.4% (n = 360,000); note: % is set by controls: 0 for no effect and ±100 for the full control effect; nearly all actives have a fitted effect of over 60% in size
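Multi-concentration screen (max 110 uM) measuring displacement of acetylated histone H3 peptide from BAZ2B by AlphaScreen, using 50 nM protein, 50 nM peptide and 10 ug/mL streptavidin donor plus Ni-chelate acceptor beads.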
* hit, by the source's call; i = inactive; ? = inconclusive; . = no result given; [ ] = another dose, or the depositor's remark. Unless noted, calls come from the whole dose curve; as a rule, active = well fitted curve in the direction sought with a large enough effect; inconclusive = small, poorly fitted or top-dose-only effect, or another doubt; inactive = no such curve, though single readings can be large; an effect the other way counts as inactive or inconclusive. Potency is the fitted concentration of half-maximal effect. Some of the compounds tested; count on the stated rates, not on these rows.

Results follow in this order: JMJD2A Tudor	HP1b chromo inh	GLS inh	Pin1 inhibitor	BLM helicase inh	Tb PGK inh	Pol iota inh	G9a inh	BAZ2B block
> C[C@]12c3[nH]c4ccc(Cl)cc4c3CCN1C(=O)[C@@H](CC(=O)NCCc1ccccn1)C[C@@H]2C(=O)N1CCCCC1
 : -29%	23%	4%	-3%	.	7%	20%	.	.
> CCn1c(=O)n(CC)c2cc(N)ccc21
 : -26%	16%	2%	?	-6%	i	27%	?	-33%
> O=C(COC(=O)c1n[nH]c2ccccc12)c1cccc(Br)c1
 : -31%	0%	5%	3%	-11%	i	15%	4%	-20%
> CCCC(=O)N(c1ccc2oc(C)c(C(C)=O)c2c1)S(=O)(=O)c1ccc(CC)cc1
 : -2%	18%	5%	8%	-4%	8%	-4%	8%[59 µM]	3%
> Oc1ccc(/C=N/Nc2nc(N3CCCC3)nc(N3CCCC3)n2)cc1O
 : ?	10%	0%	3%	-5%	3%	68%[activator]	10µM*	-22%
> Cc1cccc(C)c1OCC(=O)Nc1c(C)nn(C)c1C
 : -5%	17%	-1%	7%	-2%	i	-10%	51%	-11%
> O=C(Nc1ccc(N2CCCC2)cc1)C(Cl)c1ccccc1 (centres undefined)
 : 28µM*	45µM*	-20%	-2%	-7%	-6%	63%[activator]	10µM*	50µM*
> O=C(NC1=NCCS1)c1cc(-c2ccc(-c3ccccc3)cc2)nc2ccccc12
 : -12%	25%	8%	29%	-4%	4%	42%[activator]	-7%[59 µM]	7%
> CCC(=O)Nc1cccc(C2=NOC3(C2)C[C@@H](C(N)=O)N(C(=O)COc2ccc(Cl)cc2)C3)c1 (some centres undefined)
 : -13%	22%	3%	-1%	-1%	-5%	11%	-8%[12.7 µM]	1%
> CN(C)CCSc1nc2cc(S(=O)(=O)N3CCCCC3)ccc2o1
 : -23%	18%	5%	1%	.	-3%	27%	.	.
> COCCNC(=O)C(c1ccco1)N(C(=O)Cn1nnc2ccccc21)c1ccc(C)cc1C (centres undefined)
 : -2%[11.4 µM]	39%	0%	3%	2%	-6%	?	3%[12.7 µM]	12%
> Cc1ccc(S(=O)(=O)NC(=O)NC(C)(C)C)cc1
 : -7%	31%	16%	0%	3%	2%	3%	20%	21%
> COC(=O)c1c(NC(=O)/C(C#N)=C/c2ccccc2)sc2c1CCC2
 : -12%	24%	15%	13%	-3%	14%	?	10%[59 µM]	-3%
> O=C(c1ccc(Cl)c(S(=O)(=O)N2CCOCC2)c1)N(Cc1nnc(-c2ccccc2Cl)o1)C1CC1
 : -19%	20%	0%	-1%	.	i	-9%	-11%	-5%
> COC(=O)c1ccccc1NC(=O)Nc1cc(C)cc(C)n1
 : -19%	22%	3%	11%	-1%	3%	36%	14%[12.7 µM]	1%
> CCC(C)N(C(=O)COC(=O)c1cc([N+](=O)[O-])ccc1N1CCOCC1)C1CCS(=O)(=O)C1 (centres undefined)
 : -16%	5%	7%	-2%	.	-2%	31%[activator]	-2%	11%
> COc1cc(C(c2c(C)[nH][nH]c2=O)c2c(C)[nH][nH]c2=O)cc(Cl)c1O
 : 5%	21%	16%	0%	-1%	-10%	0%	45µM*	?
> O=C(CCCCCn1c(=O)[nH]c2ccccc2c1=O)N1CCN(Cc2ccc3c(c2)OCO3)CC1
 : -15%	-3%	0%	3%	4%	-2%	13%	?	-12%
> CCc1cccc2c(C(=O)COC(=O)c3ccc([N+](=O)[O-])s3)c[nH]c12
 : ?	2%	1%	-6%	-10%	5%	?	?	?
> CO/N=C/c1c(-c2ccccc2)nn(C)c1Cl
 : 5%	50%[activator]	-6%	-3%	-4%	3%	-7%	46%	15%
> CCCC(=O)Nc1ccc2c(c1)nc1n2CCN(CCOC)C1
 : -10%	45%	-10%	-2%	-3%	0%	124%[activator]	25µM*	0%
> CC(C)CN(C(=O)COc1ccc(C(C)(C)C)cc1)C1CCS(=O)(=O)C1 (centres undefined)
 : -1%	25%	6%	-2%	.	i	20%	-31%	0%
> CC(CCc1ccc(O)cc1)NCc1ccc(Cl)cc1Cl (centres undefined)
 : -13%	31%	5%	6%	2%	-3%	54%[activator]	?	3%
> O=S(=O)(c1ccc(F)cc1)N1CCN(c2nc(-c3ccccc3)nc3ccccc23)CC1
 : -31%	1%	.	3%	.	.	3%	.	.
> Cc1ccc(-n2nc3c(=O)n(CCCC(=O)NCc4ccccc4Cl)nc(C)c3c2C)cc1
 : 17%	54%[activator]	4%	0%	-8%	1%	9%	-6%	-34%
> Cc1ccc(NC(=O)CN(C)CC(=O)Nc2ccccc2C#N)cc1
 : 8%	45%[activator]	-13%	-1%	-2%	i	104%[activator]	?	-6%
> CCc1c(C)nc2c(C)cccc2c1SCCC#N
 : 54%[activator]	131%[activator]	-2%	1%	-8%	-8%	20%	9%[0.501 µM]	13%
> COc1cccc2c1NC(C(=O)O)C1CC=CC21 (centres undefined)
 : 8.9µM*	20µM*	2.8µM*	.	16µM*	?	1µM*	2.5µM*	3.5µM*
> NC(=O)C1CCN(c2oc(-c3ccccc3F)nc2S(=O)(=O)c2ccc(Cl)cc2)CC1
 : -20%	53%[activator]	-4%	-11%	1%	i	-11%	?	-25%
> CCOC(=O)Cn1c(=O)c2c(nc(N3CCCCC3)n2C)n(C)c1=O
 : -6%	13%	-12%	4%	0%	-4%	-8%	26%[59 µM]	6%
> O=C(CCc1ccccc1)NC(=S)Nc1cc(C(F)(F)F)ccc1N1CCOCC1
 : -24%	14%	-2%	2%	-11%	i	11%	15%[0.501 µM]	-33%
> O=C(Cc1cccc(C(F)(F)F)c1)OCC(=O)N1CCN(S(=O)(=O)c2ccc(Cl)cc2)CC1
 : -5%	27%	-3%	0%	.	i	-13%	-8%	6%
> Cc1ccc2oc(=O)c3cnn(CC(=O)Nc4ccc(Br)cc4C)c3c2c1
 : -10%	34%	0%	-1%	-1%	-9%	20%	2%[59 µM]	-6%
> CCOC(=O)CC1(C)NC(=O)c2c(C)sc(C(=O)OCC)c2N1 (centres undefined)
 : -8%	39%	-1%	-4%	-1%	3%	6%	19%[59 µM]	5%
> Nn1c(SCC(=O)Nc2ccccc2C(F)(F)F)nncc1=O
 : -9%	55%[activator]	0%	-5%	-1%	-3%	13%	-26%	-1%
> N#Cc1c(NC(=O)CSc2nc(N)cc(=O)[nH]2)sc2c1CCCCCC2
 : -13%	-2%	63%[activator]	0%	-5%	-6%	-1%	45µM*	2%
> CC(OC(=O)CCC(=O)c1cccs1)C(=O)NC1CCCCC1C (centres undefined)
 : 0%	44%[activator]	-14%	3%	.	1%	2%	-5%[2.33 µM]	15%
> CCCCN(CCCC)C(=O)C1CC=CCC1C(=O)O (centres undefined)
 : -12%	7%	5%	-3%	-8%	i	62%[activator]	-34%	?
> COc1ccccc1C(O)c1nccn1Cc1ccccc1 (centres undefined)
 : -18%	25%	.	2%	.	.	8%	.	.
> O=C(c1cccc(S(=O)(=O)Nc2ccccc2Cl)c1)N1CCC1
 : 2%	14%	-13%	-5%	.	-1%	19%	-45%	-7%
> COc1cc(/C=C/C(=O)OCC(=O)NCc2ccco2)cc(OC)c1OC
 : -9%	27%	-5%	2%	-1%	-1%	13%	?	-4%
> O=c1c2ccccc2oc2c1oc1ccccc12
 : 5%	49%[activator]	-5%	-1%	.	-4%	-11%	.	.
> COc1ccc(CN(Cc2ccc(C(=O)O)cc2)C(=S)Nc2ccccc2C)cc1OC
 : -16%	36%	-6%	-6%	-1%	-10%	28%	45µM*	-11%
> O=C(COc1cccc(Cl)c1)N1CCC(c2nc3ccccc3o2)CC1
 : -12%	15%	-9%	-3%	-3%	-8%	4%	5%[59 µM]	4%
> Cc1nc([N+](=O)[O-])cn1CC(=O)c1ccc(Br)cc1
 : 2%	26%	1%	7%	.	-3%	24%	-1%[2.33 µM]	-4%
> CN(Cc1c(C(=O)N/N=C/c2cccc(F)c2)nnn1-c1nonc1N)c1ccccc1
 : 7%	25%	55%[activator]	3%	-12%	6%	-13%	6%[12.7 µM]	-25%
> O=C(CNc1cccc(C(F)(F)F)c1)N/N=C/c1cn(-c2ccccc2)nc1-c1ccccc1
 : -11%	17%	3%	31%[activator]	-6%	-7%	-2%	8%[59 µM]	0%

Shown with each value named: three of the compounds above.
CCC(C)N(C(=O)COC(=O)c1cc([N+](=O)[O-])ccc1N1CCOCC1)C1CCS(=O)(=O)C1 (centres undefined)
  JMJD2A Tudor = -16%
  HP1b chromo inh = 5%
  GLS inh = 7%
  Pin1 inhibitor = -2%
  BLM helicase inh = .
  Tb PGK inh = -2%
  Pol iota inh = 31%[activator]
  G9a inh = -2%
  BAZ2B block = 11%

O=C(CNc1cccc(C(F)(F)F)c1)N/N=C/c1cn(-c2ccccc2)nc1-c1ccccc1
  JMJD2A Tudor = -11%
  HP1b chromo inh = 17%
  GLS inh = 3%
  Pin1 inhibitor = 31%[activator]
  BLM helicase inh = -6%
  Tb PGK inh = -7%
  Pol iota inh = -2%
  G9a inh = 8%[59 µM]
  BAZ2B block = 0%

CN(C)CCSc1nc2cc(S(=O)(=O)N3CCCCC3)ccc2o1
  JMJD2A Tudor = -23%
  HP1b chromo inh = 18%
  GLS inh = 5%
  Pin1 inhibitor = 1%
  BLM helicase inh = .
  Tb PGK inh = -3%
  Pol iota inh = 27%
  G9a inh = .
  BAZ2B block = .

Screening data (PubChem)
